Screening results from PubChem BioAssay.
HPDE-C7 viability = cytotoxicity in HPDE-C7 cells, cell-based, fluorescence, HTS (AID 430); HPDE-C7 pancreatic duct cells viability, fluorescence; higher % means a stronger effect; cytotoxicity, % at 10 µM, or EC50 in µM where a hit was titrated; 1.8% of 63,000 active;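 also: cells exposed to compound for 48 hours before viability readout; 0% = vehicle and 100% = reference cytotoxic drug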
HPDE-C7K KRASV12 = cytotoxicity in KRAS-transformed pancreatic duct cells, primary screen, cell-based, fluorescence, HTS (AID 431). 1.7% of 63,000 active. cytotoxicity, % at 10 µM; hits with a dose series show EC50 in µM. HPDE-C7K KRASV12 cells, Alamar Blue viability, 48 h; higher % means a stronger effect;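 active = compounds whose percent cytotoxicity in the single-dose primary screen, scaled between solvent and toxic-drug controls, exceeds 50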;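 also: 0% = DMSO solvent wells and 100% = doxorubicin-treated wells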
Spn PMK inh = S. pneumoniae PMK inhibitors, primary screen, biochemical, mevalonate pathway, pilot trial included; phosphomevalonate kinase (Streptococcus pneumoniae D39); purified PMK, PK/LDH-coupled NADH absorbance 340 nm; inhibition, % at 10 µM; 0.49% of 65,000 active; AID 539, 2006;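 active = top-ranked compounds by inhibition in the single 10 µM screen, taking a fixed number of the strongest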;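 also: 0% = full reaction with DMSO carrier and 100% = background rate without enzyme reaction; no value below 0 was filed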
Spn DPM-DC inh = S. pneumoniae DPM-DC inhibitors, primary screen, biochemical, PK/LDH-coupled NADH fluorescence; calls only at 10 µM; 0.49% of 65,000 active; diphosphomevalonate decarboxylase (Streptococcus pneumoniae D39); purified DPM-DC;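 active = the 320 compounds with the highest percent inhibition in the single-dose primary screen, excluding strongly autofluorescent ones, cut at about 32% in these data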;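 also: kinetic rate of NADH fluorescence loss reporting ADP formed by the decarboxylase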
TNAP inhibition = human TNAP enzyme inhibitors, biochemical, luminescent (AID 518); Alkaline phosphatase, tissue-nonspecific isozyme (Homo sapiens); 0.09% of 64,000 active; inhibition, % at 20 µM; hits with a dose series show IC50 in µM; purified TNAP enzyme, luminescent substrate readout; higher % means a stronger effect; in the data active = a potency from the dose series; inactive = the rest, 99 in 100 with inhibition below about 22%;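 also: plate controls were vehicle for no effect and reference inhibitor for full effect; many of its hits are not listed in these tables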
HT1080 cytotoxicity = cytotoxicity in HT1080 fibrosarcoma cells, cell-based, fluorescence readout (AID 620); HT1080 viability, fluorescence; higher % means a stronger effect; cytotoxicity, % at 10 µM, or EC50 in µM where a hit was titrated; 0.42% of 87,000 active;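 also: cells exposed to compound overnight then 4 h with Alamar Blue; 0% = vehicle DMSO and 100% = killing control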
Spn MK inh = S. pneumoniae MK inhibitors, primary screen, biochemical, PK/LDH-coupled NADH absorbance; AID 555, 2006; inhibition, % at 10 µM; mevalonate kinase [Streptococcus pneumoniae D39]; 0.48% of 65,000 active; purified MK, PK/LDH-coupled NADH absorbance 340 nm;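 active = ranked among the strongest by inhibition in the single 10 µM screen, a fixed top-ranked set picked for dose follow-up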; also: no value below 0 was filed
Bfl-1 displacement = Bfl-1 inhibitors, primary screen, biochemical, fluorescence polarization, FITC-Bid, mouse (AID 432). Bcl-2-related protein A1 (Mus musculus). FITC-Bid BH3 peptide fluorescence polarization displacement; higher % means a stronger effect. displacement, % at 20 µM; hits with a dose series show IC50 in µM. 0.02% of 64,000 active; in the data active = a potency from the dose series; inactive = the rest, 99 in 100 with displacement below about 15%; also: strong numbers were not always called active
LYP phosphatase = LYP phosphatase inhibitors, primary screen, biochemical, DiFMUP fluorescence, recombinant catalytic domain, 10 µM (AID 606); inhibition, % at 10 µM, or IC50 in µM where a hit was titrated; recombinant LYP catalytic domain, DiFMUP fluorescence; higher % means a stronger effect; 52,000 tested, under 10 active;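 active = IC50 under 40 µM in the dose-response test; inactive = IC50 of 40 µM or more, or never dose-tested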
Spn PMK inh pilot replicates = second read-out of Spn PMK inh, no call of its own (marks repeat the call); inhibition, %; measured here: pilot screen replicates
Spn MK inh pilot replicates = further read-out of Spn MK inh, marked with its call; inhibition, %; measured here: pilot screen replicates
Spn DPM-DC inh pilot screen % = recorded beside Spn DPM-DC inh, whose call it bears; inhibition, %; measured here: pilot screen trials
Starred values were filed as active, the others as inactive; i = inactive; x = no result given; + = active, no number; [ ] = dose if it differs, or a comment. Rule as the data show it, unless noted: active = cytotoxicity above about 50%; inactive = the rest. The list is partial; the hit share may differ from the screen's.

SMILES	HPDE-C7 viability	HPDE-C7K KRASV12	Spn PMK inh	Spn DPM-DC inh	TNAP inhibition	HT1080 cytotoxicity	Spn MK inh	Bfl-1 displacement	LYP phosphatase	others
O=C1NC(=O)[C@]2(Cc3ccccc3N3CCN(c4ccccc4)CC32)C(=O)N1c1ccccc1 (some centres not stated)	29%	30%	14	i	9%	-9%	5	0%	x
Nc1ccc(C2(c3ccc(N)cc3)CN3CCC2CC3)cc1	-38%	1%	12	i	21%	31%	8	-2%	8%	Spn PMK inh pilot replicates=0.5;Spn MK inh pilot replicates=0.0;Spn DPM-DC inh pilot screen %=0.5
CCCCCCn1c(O)c(C(C)=NC)c(=O)[nH]c1=O	5%	10%	2	i	14%	11%	3	5%	-2%
O=C(c1cccs1)N1C2CCC1CC(O)(c1cccnc1)C2 (configuration not stated)	-2%	1%	8	i	5%	-6%	4	-5%	12%
COc1ccc(C(CC(=O)N2CCC3(CC2)OCCO3)NS(=O)(=O)c2ccc(F)cc2)cc1 (configuration not stated)	-9%	-19%	0	i	-1%	9%	11	-6%	1%
CC(C)CC12CN3CCN(CC(C3)/C1=N/O)C2	8%	6%	1	i	13%	6%	5	2%	-12%	Spn PMK inh pilot replicates=2.5;Spn MK inh pilot replicates=0.5;Spn DPM-DC inh pilot screen %=1.5
CC(c1ccccc1F)n1cc(C(=O)Nc2ccc3nc[nH]c3c2)nn1 (configuration not stated)	-8%	-6%	0	i	5%	-1%	15	-5%	-3%
CCN1CCN(C(=O)COc2cc(=O)n(CC)c3ccccc23)CC1	-29%	4%	14	i	6%	-3%	1	-6%	4%	Spn PMK inh pilot replicates=1.5;Spn MK inh pilot replicates=1.0;Spn DPM-DC inh pilot screen %=2.0
COC(=O)N(c1ccccc1)P1(=S)OCCO1	-6%	-2%	8	i	13%	-1%	10	1%	7%
CCCCn1c(=O)c(C(=O)Nc2nc3ccccc3[nH]2)c(O)c2ccccc21	15%	16%	9	i	5%	24%	14	-8%	7%
CCC(=NCC1CCCO1)c1c(O)n(Cc2ccccc2)c(=O)[nH]c1=O (configuration not stated)	-8%	11%	12	i	7%	1%	15	1%	x	Spn PMK inh pilot replicates=4.5;Spn MK inh pilot replicates=0.0;Spn DPM-DC inh pilot screen %=2.0
CCOC(=O)c1cc2c(cn1)[nH]c1ccccc12	30%	10%	9	+[fluoresces]	15%	14%	9	1%	x	Spn PMK inh pilot replicates=6.0;Spn MK inh pilot replicates=0.0;Spn DPM-DC inh pilot screen %=30*
Cc1nc2cc(F)ccc2n1C1CCN(Cc2nnnn2CCc2ccccc2)CC1	1%	-8%	12	i	11%	-3%	0	-5%	-4%
Cc1cccc(-c2nc3ccccc3c(=O)n2-n2cccc2)c1	19%	31%	0	i	9%	-14%	9	-6%	8%
CC(=O)c1c(C)[nH]c(C(=O)N2CCC3(CC2)OCCO3)c1C	-2%	6%	7	i	4%	14%	10	3%	x
CN1CCN(c2c[nH]c(=O)[nH]c2=O)CC1	16%	11%	7	i	11%	6%	0	6%	9%	Spn PMK inh pilot replicates=4.0;Spn MK inh pilot replicates=1.0;Spn DPM-DC inh pilot screen %=2.0
COc1ccc(OC)c(-n2c(O)c(C=NCc3ccc4c(c3)OCO4)c(=O)[nH]c2=O)c1	5%	3%	9	i	0%	2%	4	-1%	16%
NCCCP(=O)(O)CCc1ccccc1	-6%	-2%	10	i	7%	-1%	7	-4%	x
CC(C)CC1C(C#N)=C(N)Oc2c1c(=O)oc1ccccc21 (configuration not stated)	-1%	9%	10	i	12%	3%	3	-1%	6%
Fc1ccccc1N1CCN(Cc2c(F)cccc2F)CC1	-4%	-2%	0	i	11%	1%	49*	-7%	x
Cc1cc(Cl)ccc1OCC(=O)O	5%	5%	18	i	5%	-10%	0	-1%	-10%
CCOC(C(=O)OCC(O)CN(CC)CC)(c1ccccc1)c1ccccc1 (configuration not stated)	-6%	-4%	11	i	14%	-5%	6	-2%	x
Cc1ccc(-n2c(O)c(C=NCc3cccnc3)c(=O)[nH]c2=O)cc1C	x	x	14	i	9%	0%	11	0%	x
Cn1c(=O)cc(SCC(=O)N2CCC3(CC2)OCCO3)c2ccccc21	-1%	6%	19	i	6%	15%	3	-3%	15%
CC(=C1C(=O)c2ccccc2C1=O)N1CCN(CCN=Cc2c(O)n(C)c(=O)n(C)c2=O)CC1	5%	4%	9	i	7%	33%	5	-4%	-8%
NC(=O)CN1C2CCC1CC(NC(=O)C1CC1)C2 (configuration not stated)	1%	7%	9	i	1%	-9%	8	-4%	1%
ClC1=CCC2CN(CCN3CCCCC3)CC2C1 (configuration not stated)	20%	42%	0	i	4%	-2%	5	-8%	3%
CCCCCCOc1ccc(CN2CCN(C)CC2)cc1	15%	0%	12	i	9%	-19%	4	-5%	11%	Spn PMK inh pilot replicates=2.5;Spn MK inh pilot replicates=0.0;Spn DPM-DC inh pilot screen %=0.0
O[C@H]1C2CCC1C(N1CCCCC1)CC2 (some centres not stated)	-17%	-7%	10	i	8%	19%	6	-3%	0%
CC(=O)Nc1ccc(OC(=O)N(C)C)cc1	1%	-3%	4	i	6%	32%	8	-4%	-3%
CC1CN=C(Nc2cccc3ccccc23)S1 (configuration not stated)	-2%	4%	1	i	30%	8%	0	-1%	x
CCOC(=O)N(CC)c1ccc(C(O)(C(=O)OCC)C(F)(F)F)cc1 (configuration not stated)	-28%	-25%	9	i	3%	0%	6	-3%	10%
O=c1[nH]c(=O)n(Cc2ccco2)c(O)c1C=NCCN1CCOCC1	15%	7%	0	i	8%	-10%	9	8%	4%
Oc1ccc(Br)cc1CN1CCN(c2ccccc2)CC1	1%	3%	0	i	11%	9%	3	0%	x
O=C(c1cc(=O)[nH]c2ccc(Br)cc12)N1CCC2(CC1)OCCO2	-6%	-4%	11	i	-1%	29%	17	3%	x
O=c1cccc2n1CC1CC2CN(c2ncnc3c2cnn3-c2ccc(Cl)cc2)C1 (configuration not stated)	-6%	-8%	0	i	8%	18%	8	-5%	-2%
O=C1NC(=O)C2(Cc3ccccc3N3CCCC32)C(=O)N1c1cccc(Cl)c1 (configuration not stated)	-6%	-1%	1	i	4%	2%	12	1%	8%
CN1C(=O)C(Cc2cccs2)C(=O)N(C)C1=O	6%	-4%	4	i	5%	-5%	1	2%	5%
CN(C)C1=NC(N(C)C)=NP(N(C)C)(N(C)C)=N1	-9%	-18%	10	i	-8%	14%	1	-8%	-4%
Nc1ccc(S(=O)(=O)N2CCCCC2c2cccnc2)cc1 (configuration not stated)	-3%	-3%	0	i	5%	7%	0	-1%	-13%

Two successive entries already listed, for reference:
SMILES	HPDE-C7 viability	HPDE-C7K KRASV12	Spn PMK inh	Spn DPM-DC inh	TNAP inhibition	HT1080 cytotoxicity	Spn MK inh	Bfl-1 displacement	LYP phosphatase	others
Cc1cc(Cl)ccc1OCC(=O)O	5%	5%	18	i	5%	-10%	0	-1%	-10%
CCOC(C(=O)OCC(O)CN(CC)CC)(c1ccccc1)c1ccccc1 (configuration not stated)	-6%	-4%	11	i	14%	-5%	6	-2%	x

Remaining list, next part:
SMILES	HPDE-C7 viability	HPDE-C7K KRASV12	Spn PMK inh	Spn DPM-DC inh	TNAP inhibition	HT1080 cytotoxicity	Spn MK inh	Bfl-1 displacement	LYP phosphatase	others
CC(C)(C)c1nc(N2CCN(C(=O)c3ccco3)CC2)c2nnn(Cc3ccccc3Cl)c2n1	4.5µM*	5.4µM*	11	i	11%	-6%	4	7%	0%
C1=C(c2c[nH]c3ccccc23)CCNC1	-16%	-24%	6	i	8%	-4%	4	0%	4%
COc1ccc(CCN(C)Cc2c(F)cccc2F)cc1OC	1%	-2%	0	i	5%	6%	11	-3%	x
Cc1cc(S(=O)(=O)NCC(C)C)ccc1OCC(=O)N1CCN(Cc2ccccc2)CC1	-14%	-6%	0	i	13%	1%	7	-7%	4%
COc1ccc(C(=O)N2CCOCC2)cc1S(=O)(=O)N1CCC(C)CC1	0%	1%	4	i	2%	7%	6	-6%	9%
O=P(O)(O)C12CC3CC(CC(C3)C1)C2	6%	0%	13	i	7%	-4%	0	-2%	9%
CN(C)C1=NP(N(C)C)(N(C)C)=NC(c2ccccc2)=N1	10%	5%	19	i	-2%	-7%	9	4%	9%
CCOc1ccc(-n2c(O)c(C=NCCN3CCNCC3)c(=O)[nH]c2=O)cc1	2%	3%	14	i	12%	-1%	0	-4%	5%	Spn PMK inh pilot replicates=3.0;Spn MK inh pilot replicates=3.0;Spn DPM-DC inh pilot screen %=0.0
Cc1cc(CN(C)C)c(OC(=O)N(C)C)cc1C	5%	6%	14	i	-9%	0%	8	-7%	x
CCC(COC(=O)c1cc(OC)c(OC)c(OC)c1)(c1ccccc1)N(C)C (configuration not stated)	-1%	4%	6	i	16%	-17%	2	-2%	14%	Spn PMK inh pilot replicates=2.5;Spn MK inh pilot replicates=0.0;Spn DPM-DC inh pilot screen %=0.0

Of the compounds above, these contain fluorine:
SMILES	HPDE-C7 viability	HPDE-C7K KRASV12	Spn PMK inh	Spn DPM-DC inh	TNAP inhibition	HT1080 cytotoxicity	Spn MK inh	Bfl-1 displacement	LYP phosphatase	others
COc1ccc(C(CC(=O)N2CCC3(CC2)OCCO3)NS(=O)(=O)c2ccc(F)cc2)cc1 (configuration not stated)	-9%	-19%	0	i	-1%	9%	11	-6%	1%
CC(c1ccccc1F)n1cc(C(=O)Nc2ccc3nc[nH]c3c2)nn1 (configuration not stated)	-8%	-6%	0	i	5%	-1%	15	-5%	-3%
Cc1nc2cc(F)ccc2n1C1CCN(Cc2nnnn2CCc2ccccc2)CC1	1%	-8%	12	i	11%	-3%	0	-5%	-4%
Fc1ccccc1N1CCN(Cc2c(F)cccc2F)CC1	-4%	-2%	0	i	11%	1%	49*	-7%	x
CCOC(=O)N(CC)c1ccc(C(O)(C(=O)OCC)C(F)(F)F)cc1 (configuration not stated)	-28%	-25%	9	i	3%	0%	6	-3%	10%
COc1ccc(CCN(C)Cc2c(F)cccc2F)cc1OC	1%	-2%	0	i	5%	6%	11	-3%	x
